Screens as filed in PubChem.
PhoP inhibition: inhibitors of PhoP regulon expression, primary screen, Salmonella Typhimurium, GFP reporter (AID 1863); 300,000 tested, 0.16% active; inhibition, % at 50 µM, or IC50 in µM where a hit was titrated; S. Typhimurium PhoP-regulated promoter GFP reporter, 4 h; higher % means a stronger effect;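 active = inhibition over 29.93%, a cutoff 3 SD above the screen mean, later confirmed by dose response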;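 also: 0% = low Mg2+ inducing control and 100% = high Mg2+ repressing control; strong numbers were not always called active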
Numbers without * were called inactive.

SMILES | PhoP inhibition
CCC1(c2ccc(F)cc2)NC(=O)N(CC(=O)N(C)C2CCS(=O)(=O)C2)C1=O (stereo not given) | 16%
COCCN(C(=O)CSc1n[nH]c(-c2ccccc2)n1)c1c(N)n(Cc2ccccc2)c(=O)[nH]c1=O | 1%
COC(=O)CCNS(=O)(=O)c1ccc2nsnc2c1 | 1%
CN1CCc2c(sc(NC(=O)CS(=O)(=O)c3ccc(F)cc3)c2C(N)=O)C1 | 9%
COc1ccc(S(=O)(=O)Nc2cccc(-c3ccc4nncn4n3)c2)c(OC)c1 | -7%
COc1cc(CNC(=O)CCCCCCC(C)C)ccc1O | -1%
Cc1noc(C)c1CSCC(=O)N(C)CC(=O)Nc1ccccc1Br | -5%
O=C(Nc1ccc(S(=O)(=O)N2CCCC2)cc1)c1cccc(OC(F)F)c1 | 12%
CC(Oc1ccccc1)C(=O)N1CCN(c2ccc(N3CCCCC3)nn2)CC1 (stereo not given) | 7%
CCC1(c2ccccc2)NC(=O)N(CC(=O)N(CC(=O)Nc2ccccc2C(F)(F)F)Cc2ccco2)C1=O (stereo not given) | 5%
NC(=O)c1ccsc1NC(=O)COC(=O)/C=C/c1ccccc1 | -10%
Cc1ccc(C)c(S(=O)(=O)NC2CCS(=O)(=O)C2)c1 (stereo not given) | -6%
CC1CN(C(=O)c2ccc(S(=O)(=O)Nc3ccccc3F)cc2)CC(C)O1 (stereo not given) | 3%
CC(OC(=O)c1cccc(-n2cnnn2)c1)C(=O)Nc1ccc(N(C)C)cc1 (stereo not given) | -4%
CCC(C)Sc1ccc(-c2nc3ccc(C)cn3c2NC2CCCCC2)cc1 (stereo not given) | 2%
COc1cc(OC)cc(-c2nnc(NC(=O)CCS(=O)(=O)c3ccc(F)cc3)o2)c1 | 8%
CCn1c2ccccc2c2cc(NC(=O)COC(=O)c3ccc(NC(=O)CC#N)cc3)ccc21 | 16%
Cc1ccc(C(=O)NC2CCCC(C)C2C)cc1S(=O)(=O)N1CCCCC1 (stereo not given) | 1%
COc1cccc(NC(=O)COC(=O)c2ccccc2SCC(=O)N2CCCC2)c1 | -5%
CCc1nc(SCC(=O)Nc2ccc(N(C)C)cc2)n[nH]1 | -6%
CCN(CC(=O)Nc1c(F)cccc1F)C(=O)CSc1ccccc1 | 4%
Cc1cc(C)c(OCC(=O)OCC(=O)NCc2cccs2)c(C)c1 | 3%
Cc1cc(C)n(CCCNC(=O)C2CC(=O)N(Cc3ccccc3)C2)n1 (stereo not given) | -2%
CC(C)c1ccc(S(=O)(=O)NC2CCS(=O)(=O)C2)cc1 (stereo not given) | 10%
O=C(NCCC1CCCCN1S(=O)(=O)c1ccc(F)cc1)C(=O)NCCN1CCOCC1 (stereo not given) | -3%

Additional records
SMILES | PhoP inhibition
CC1(c2ccccc2Cl)NC(=O)N(CC(=O)c2ccc3c(c2)OCO3)C1=O (stereo not given) | -7%
COc1ccc([C@@H]2CC(=O)c3c(O)cc(O[C@@H]4OC(CO[C@@H]5OC(C)[C@H](O)[C@H](O)C5O)[C@@H](O)[C@@H](O)C4O)cc3O2)cc1O (stereo not given in full) | -4%
C=CCSCC1Nc2cc(Cl)c(S(N)(=O)=O)cc2S(=O)(=O)N1 (stereo not given) | 2%
CN(CC(=O)Nc1cccc(F)c1)C(=O)c1ccccc1Cc1ccccc1 | -9%
CCS(=O)(=O)N1CCC2(CC1)OCCN2S(=O)(=O)c1ccc(C)cc1 | -2%
CCN(CC(=O)Nc1cc(Cl)ccc1C)C(=O)CSCc1ccc(C)cc1 | 5%
O=C(Nc1cccc(-c2ccc(N3CCOCC3)nn2)c1)c1ccccc1Cl | -7%
CC(=O)c1ccc(OCC(=O)Nc2c(C)nn(-c3ccccc3)c2C)cc1 | 2%
CCN(c1ccccc1)S(=O)(=O)c1cc2c3c(c1)CCN3C(=O)CC2 | -6%
COc1ccc(S(=O)(=O)N2CCCC2CNC(=O)C(=O)NCc2ccccc2)cc1 (stereo not given) | 1%
COc1ccc(NC(=O)CSc2nnc(Cc3cccs3)n2C)cc1 | -6%
CCN(CC(=O)Nc1ccc(NC(C)=O)cc1)C(=O)CCCN1C(=O)c2ccccc2C1=O | 2%
Cc1ccc2nc(SCC(=O)NC3CCCC3)nc(=O)n2c1 | 3%
CCc1noc(C)c1C(=O)OC(C)C(=O)Nc1ccccc1OC (stereo not given) | -6%
O=C(COC(=O)/C=C/c1cccc(Cl)c1)Nc1ccc2[nH]c(=O)[nH]c2c1 | -6%
Cc1sc2ncnc(N3CCC(C(=O)NNC(=O)c4ccc(F)cc4)CC3)c2c1C | 11%
Cc1cccn2c(=O)nc(SCC(=O)NC3CCCCC3)nc12 | -2%
Cc1ccc(CN2CC(C(=O)Nc3cc(C)ccn3)CC2=O)cc1 (stereo not given) | -5%
O=C(NCCCN1CCCC1=O)c1ccc(S(=O)(=O)Nc2ccccc2F)cc1 | -1%
CCOCCCn1c(SCC(=O)N(C)C2CCS(=O)(=O)C2)nc2ccccc2c1=O (stereo not given) | 3%
Clc1ccc(N2CCN(Cc3c[nH]c4ncccc34)CC2)cc1 | -2%
COc1ccc(C(CNC(=O)COc2cc(C)ccc2Cl)N2CCCCC2)cc1 (stereo not given) | -5%
COc1ccc(Cl)cc1NS(=O)(=O)c1cccc(C(=O)NC2CCC(O)CC2)c1 (stereo not given) | 8%
O=S(=O)(NCC1(N2CCOCC2)CCCCC1)c1ccc(F)cc1 | -2%
O=C(CCCOc1ccc(Br)cc1)NNC(=O)c1ccncc1 | -7%

Additional compounds.
SMILES | PhoP inhibition
Cc1ccc(C)c(S(=O)(=O)N2CCCC2CNC(=O)c2ccc([N+](=O)[O-])cc2)c1 (stereo not given) | -3%
O=C(/C=C/c1ccc2c(c1)OCO2)NCCS(=O)(=O)N1CCN(c2ccc(F)cc2)CC1 | 0%
O=C(CCN1C(=O)C2CCCCC2C1=O)Nc1ccc(Br)cc1F (stereo not given) | 2%
CC1CCN(S(=O)(=O)CCNC(=O)c2ccc(F)cc2)CC1 | -4%
CC(OC(=O)CCN=C1NS(=O)(=O)c2ccccc21)C(=O)Nc1ccc(N(C)C)cc1 (stereo not given) | 7%
Cc1ccc(OCCNC(=O)CCNS(=O)(=O)c2ccc(C)cc2)cc1 | 3%
CCN1C(=O)[C@H]2[C@@H](c3ccc(-c4ccc(Cl)c(Cl)c4)c(OC)c3)N[C@@](Cc3ccccc3)(C(=O)OC)[C@H]2C1=O | -5%
COc1cccc(NC(=O)COc2cccc3c2CCNC3=O)c1 | -7%
CCc1ccc(N2CC(C(=O)Nc3ccc(S(=O)(=O)N4CCOCC4)cc3)CC2=O)cc1 (stereo not given) | -12%
CCN(CC(=O)NCc1cccs1)C(=O)c1ccc(OC)c(S(=O)(=O)N2CCOCC2)c1 | 2%
COc1ccc(C(CNS(=O)(=O)c2ccc(C)cc2)N2CCN(C)CC2)cc1 (stereo not given) | 11%
Cc1cccc(N2CC(C(=O)NCCC3=CCCCC3)CC2=O)c1C (stereo not given) | 0%
COc1ccc(OC)c(CN2CCN(C(=O)c3cccc(S(=O)(=O)Nc4ccccc4OC)c3)CC2)c1 | -1%
N#CCCN(C(=O)COC(=O)C1=COCCO1)c1ccc(F)cc1 | 2%
Cc1ccc(OCC(=O)Nc2nc(-c3ccccn3)cs2)c(C)c1 | 1%
Cc1cnc(C(=O)OCC(=O)N(C)CC(=O)Nc2ccccc2Cl)cn1 | -4%
Oc1ccc(C[C@H]2CNCCN2CCc2cc(C(F)(F)F)cc(C(F)(F)F)c2)cc1 | 10%
O=C1N[C@@H](Cc2ccccc2)C(=O)N2[C@H]1C[C@]1(Br)c3ccccc3N(S(=O)(=O)c3ccccc3)[C@H]21 | 14%
CC(OC(=O)c1ccccc1C(=O)N(C)c1ccccc1)C(=O)Nc1ccc(C(N)=O)cc1 (stereo not given) | -5%
CN(C(=O)COC(=O)c1cc(S(=O)(=O)N2CCOCC2)ccc1Cl)C1CCS(=O)(=O)C1 (stereo not given) | -11%
CC1C(=O)N2CCCc3cc(NC(=O)c4ccccc4F)cc1c32 (stereo not given) | 13%
CC1CCN(C(=O)c2ccccc2SCC(=O)NCC2CCCCC2)CC1 | -1%
CN(CC(=O)Nc1ccc(Cl)c(C(F)(F)F)c1)C(=O)Cc1c[nH]c2ccccc12 | -11%
CCCc1cc(=O)[nH]c2nnc(SCC(=O)Nc3nnc(SCC)s3)n12 | -7%
COc1cc(N)c(Cl)cc1C(=O)OCC(=O)Nc1cccnc1Cl | 13%

Carrying on:
SMILES | PhoP inhibition
O=C(CCC1CCCCC1)NCCS(=O)(=O)N1CCN(c2ccccc2)CC1 | -2%
COc1cc(-c2nnc(NC(=O)CCS(=O)(=O)c3ccc(F)cc3)o2)cc(OC)c1OC | 2%
COc1ccc(OC)c(CN2CCN(C(=O)CCC(=O)c3cccs3)CC2)c1 | 3%
C#CCOCCOCCOCCNc1nc(N2CCN(C(=O)CCCCCCCCCCNC(=O)[C@H](CCCCN)n3cc(C)nn3)CC2)nc(N2CCN(C(=O)CCCCCCCCCCNC(=O)[C@@H]([C@H](C)CC)n3cc(CCCCCN)nn3)CC2)n1 | 19%
NCc1cccc(CNc2ccc([N+](=O)[O-])cc2C(N)=O)c1 | -5%
CC(OC(=O)CCCN=C1NS(=O)(=O)c2ccccc21)C(=O)Nc1ccc(F)cc1Cl (stereo not given) | 15%
O=C(COC(=O)CN1C(=O)COc2ccccc21)NC1CCCCC1 | 3%
Cc1ccc2nc(-c3ccccc3)cc(C(=O)N3CC(C)OC(C)C3)c2c1 (stereo not given) | -3%
COc1ccc(NC(C)=O)cc1NC(=O)C1CCN(C(=O)Nc2ccccc2)CC1 | -6%
Cc1nnc(NC(=O)C2CSC3(C)CCC(=O)N23)s1 (stereo not given) | -4%
COc1ccccc1NS(=O)(=O)c1cc(C(=O)N2CCCCCCC2)ccc1C | 4%
CCCn1c(NC(=O)c2ccc([N+](=O)[O-])o2)nc2ccccc21 | 0%
O=C1COc2ccc(C(=O)CSc3nnc(Cc4ccccc4)o3)cc2N1 | 0%
O=C(COC(=O)c1ncc(Cl)c(Cl)c1Cl)NC(=O)c1ccccc1 | 4%
CC(Oc1cccc(Cl)c1)C(=O)Nc1nc(-c2ccccn2)cs1 (stereo not given) | 2%
CC1(c2ccc(OC(F)F)cc2)NC(=O)N(CC(=O)Nc2ccc3[nH]c(=O)[nH]c3c2)C1=O (stereo not given) | -2%
Cc1ccc(NC(=O)CCN2C(=O)C3CCCCC3C2=O)c(O)c1 (stereo not given) | -6%
CCOc1ccc(CCNC(=O)CN(C)S(=O)(=O)c2cccs2)cc1OCC | 5%
CC1CCCN(C(=O)c2ccc(NS(=O)(=O)c3cccc([N+](=O)[O-])c3)cc2)C1 (stereo not given) | -4%
Cc1cc(NC(=O)C(C)SCC(=O)Nc2nnc(CC(C)C)s2)no1 (stereo not given) | 9%
Cc1cc(C)c(NC(=O)CNC(=O)COC(=O)/C=C/c2cccs2)c(C)c1 | 3%
O=C(CCNS(=O)(=O)c1ccccc1C(F)(F)F)NNC(=O)C1COc2ccccc2O1 (stereo not given) | -6%
CC(OC(=O)CCN=C1NS(=O)(=O)c2ccccc21)C(=O)Nc1ccccc1F (stereo not given) | 2%
COc1cccc(CC(=O)OCC(=O)Nc2nnc(-c3ccccc3)o2)c1 | -6%
Cc1ccc(C(=O)C(C)OC(=O)Cn2cnc3c2c(=O)n(C)c(=O)n3C)cc1 (stereo not given) | -3%

(listing goes on)
SMILES | PhoP inhibition
CCOc1ccccc1N1CCN(C(=O)c2c(CC)noc2C)CC1 | -6%
CCN(C(=O)COC(=O)CNS(=O)(=O)c1ccc(SC)c([N+](=O)[O-])c1)C1CCCCC1 | 6%
Cc1ccc(C(=O)CCC(=O)N2CCN(c3ccccc3O)CC2)cc1 | -3%
COc1ccc(N2CCN(S(=O)(=O)CCNC(=O)COc3ccccc3C)CC2)cc1 | 5%
CC1CCN(S(=O)(=O)CCNC(=O)c2ccc3c(c2)OCO3)CC1 | -1%
O=C(CC1CCCC1)NCCS(=O)(=O)N1CCN(c2ccccc2F)CC1 | 5%
COc1ccc(C)cc1S(=O)(=O)NCC(c1ccco1)N1CCc2ccccc2C1 (stereo not given) | 0%
O=C(Nc1ncccc1O)c1ccc2c(c1)OCCO2 | 0%
O=C(Nc1ccc(C(=O)N2CCC(N3CCOCC3)CC2)cc1)c1ccc(Br)o1 | -15%
CCOc1ccccc1NC(=O)CSc1nc(=O)n(CCN2CCOCC2)c2c1CCCC2 | 5%
O=C(/C=C/c1ccc(OC(F)F)cc1)OCC(=O)N1CCc2ccccc21 | -10%
COc1ccc(NC(=O)CN(C)C(=O)c2cn(-c3ccccc3)nc2-c2cccs2)cc1 | -3%
O=C(Nc1cccc(S(=O)(=O)NC2=NCCC2)c1)c1c(F)cccc1Cl | 11%
CCc1noc(C)c1C(=O)NCCc1ccc(Cl)cc1 | 6%
Nc1nc(=S)c2ncn([C@@H]3O[C@H](CO)[C@@H](O)[C@H]3O)c2[nH]1 | -13%

Ordered by heavy-atom count (descending): five of the compounds above
SMILES | PhoP inhibition
CCN(CC(=O)NCc1cccs1)C(=O)c1ccc(OC)c(S(=O)(=O)N2CCOCC2)c1 | 2%
CN(C(=O)COC(=O)c1cc(S(=O)(=O)N2CCOCC2)ccc1Cl)C1CCS(=O)(=O)C1 (stereo not given) | -11%
CN(CC(=O)Nc1cccc(F)c1)C(=O)c1ccccc1Cc1ccccc1 | -9%
Cc1ccc(CN2CC(C(=O)Nc3cc(C)ccn3)CC2=O)cc1 (stereo not given) | -5%
CC1CCN(S(=O)(=O)CCNC(=O)c2ccc(F)cc2)CC1 | -4%

Six of the compounds above, tab-delimited.
Compound	PhoP inhibition
CCN(C(=O)COC(=O)CNS(=O)(=O)c1ccc(SC)c([N+](=O)[O-])c1)C1CCCCC1	6%
O=C(Nc1ncccc1O)c1ccc2c(c1)OCCO2	0%
Nc1nc(=S)c2ncn([C@@H]3O[C@H](CO)[C@@H](O)[C@H]3O)c2[nH]1	-13%
COc1ccc(C)cc1S(=O)(=O)NCC(c1ccco1)N1CCc2ccccc2C1 (stereo not given)	0%
COc1ccc(NC(=O)CN(C)C(=O)c2cn(-c3ccccc3)nc2-c2cccs2)cc1	-3%
CCOc1ccccc1N1CCN(C(=O)c2c(CC)noc2C)CC1	-6%

These rows are one share of the data (hit frequency here may not be typical).
